Mdm2 MdmX PPI = disrupts the human Mdm2-MdmX interaction | 3% of 330,000 active | inhibition, % at 8 µM | SaOS-2 split-luciferase Mdm2/MdmX complementation, luminescence | O15151+Q00987;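 active means inhibition of at least 50% at 8 µM in the primary screen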
NALP3 yeast inh = inhibitors of NALP3 inflammasome in yeast | Yeast reconstituted NLRP3/ASC/caspase-1, beta-gal luminescence, 24 h | inhibition, % at 10 µM | 0.39% of 330,000 active;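 active means inhibition of 50% or more; inactive means inhibition below 50%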;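 further: plate controls were induced DMSO wells for no effect and uninduced yeast grown without galactose for full effect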
tim10-1 inh = tim10-1 yeast growth inhibition; S. cerevisiae tim10-1 ts strain growth, BacTiter-Glo, 24 h; inhibition, % at 20 µM; 2.2% of 330,000 active;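 active means inhibition of at least 40%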;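 further: mutant grown at 25 °C; 0% = DMSO wells with yeast and 100% = wells holding no yeast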
NR3A LBD binder = modulates the human NR3A ligand-binding domain | NR3A LBD differential scanning fluorimetry, Tm shift; 0% = protein alone, 100% = glycine-bound protein | Tm shift relative to glycine control, % at 25 µM | 2.5% of 340,000 active;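 active means melting temperature shift of at least 10% of the positive control shift, at one fixed dose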
APJ ag = activates the human apelin receptor APJ | 0.11% of 330,000 active | AID 2520 | P35414 | CHO-K1 APJ PathHunter beta-arrestin, luminescence; 0% DMSO wells, 100% apelin | activation, % at 20 µM;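 active means activation more than six SD over the plate average, tested at 20 µM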;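 further: 0% = DMSO alone and 100% = apelin-13 at 10 nM; some results filed as inactive read as strong as hits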
Target sequence (P35414 whole entry, looked up): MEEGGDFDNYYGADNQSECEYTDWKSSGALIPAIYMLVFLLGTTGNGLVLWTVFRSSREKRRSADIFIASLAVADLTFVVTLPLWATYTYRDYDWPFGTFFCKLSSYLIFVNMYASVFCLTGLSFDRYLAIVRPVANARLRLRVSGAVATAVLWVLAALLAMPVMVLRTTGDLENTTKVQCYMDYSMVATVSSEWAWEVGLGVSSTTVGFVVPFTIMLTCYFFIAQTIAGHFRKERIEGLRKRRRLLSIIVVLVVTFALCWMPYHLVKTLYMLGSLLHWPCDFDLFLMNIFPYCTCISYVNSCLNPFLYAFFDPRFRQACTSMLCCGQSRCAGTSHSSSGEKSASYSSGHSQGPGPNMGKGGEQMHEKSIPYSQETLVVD
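Assay system: CHO-K1 cells stably expressing ProLink-tagged human APJ and arrestin–beta-gal acceptor. Compound dosing: 20 µM single point, 1% DMSO. Times: 16-18 h seeding, 90 min dark compound exposure, 60 min detection. Detection: beta-gal luminescence. Evaluation: APJ–arrestin association signal. Controls: negative DMSO alone, positive Apelin-13 at 10 nM.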
UPR CHOP act = apoptotic UPR (CHOP) activation; AID 449763; 0.34% of 330,000 active; CHO-CHOP luciferase reporter, luminescence; percent of tunicamycin response over DMSO baseline; activation, % at 10 µM;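 active means at 10 µM dose, activation of 40% or more, normalized to positive control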;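 further: 100% = tunicamycin at 10 µg/mL and 0% = DMSO alone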
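System: CHO-CHOP luciferase reporter cell line | Buffer or medium: F12 medium containing 10% fetal bovine serum | Doses: One dose, 10 µM in 0.5% DMSO | Times: 6 h compound exposure at 37 °C after overnight seeding | Signal: Luciferase luminescence | Read-out: % activation vs tunicamycin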
TIM10 inh = inhibits growth of TIM10 yeast strain. S. cerevisiae TIM10 strain growth, BacTiter-Glo luminescence, 24 h. inhibition, % at 10 µM. 1.4% of 330,000 active. AID 463195;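 active means inhibition of 40% or more at the single tested concentration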;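 further: wild-type TIM10 isogenic control strain grown at permissive 25 °C; 0% = DMSO yeast wells and 100% = minimal medium wells without yeast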
UPR XBP1 act = adaptive UPR (XBP1) activation; 0.33% of 330,000 active; CHO-XBP1 luciferase reporter, IRE1-XBP1 UPR activation, luminescence; percent of tunicamycin response, DMSO as zero; activation, % at 20 µM;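 active means versus positive control, 20 µM dose yields 30% or more activation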;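 further: 100% = tunicamycin at 10 µg/mL and 0% = DMSO only wells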
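incubation = overnight seeding at 37 °C, 6 h compound treatment at 37 °C | assay system = CHO-XBP1 cells stably carrying IRE1-XBP1-driven luciferase reporter | input = 1000 cells per well | detection = luciferase luminescence | dosing = single point, 20 µM final compound, 1% DMSO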
tim23-1 inh = tim23-1 yeast growth inhibition; 1.3% of 330,000 active; inhibition, % at 20 µM; AID 463212; S. cerevisiae tim23-1 growth, BacTiter-Glo luminescence, 24 h;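 active means growth inhibition of the mutant yeast at or above 50%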;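 further: temperature-sensitive mutant grown at 25 °C; plate controls were DMSO-treated mutant yeast for no effect and medium wells lacking yeast for full effect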
The depositor's hits bear a star; nt = no result given.

molecule	UPR XBP1 act	APJ ag	NALP3 yeast inh	Mdm2 MdmX PPI	NR3A LBD binder	tim10-1 inh	UPR CHOP act	TIM10 inh	tim23-1 inh
CCOc1ccc(CCNC(=O)Cn2nc(C)c3c(C)n(-c4ccccc4)nc3c2=O)cc1OCC	-7	2	-8	18	-2	1	-1.9	6	7
CC(C)c1cc(C(=O)Nc2cc(Br)ccc2O)no1	3	1	35	-26	-2	19	2.5	12	16
CCc1ccc(OCC(=O)NNC(=O)c2cnccn2)c(Br)c1	-6	0	27	21	6	33	2.9	29	26
CCOC(=O)C1CCCCN1Cc1cccc(OC)c1OC (stereo unspecified)	-4	-1	4	-2	nt	9	-2.2	9	10
Cc1ccc(NC(=O)Cc2cn3ccsc3n2)nc1	6	-1	13	0	0	11	-0.5	0	9
CC1CN(C(=O)Nc2ccc3snnc3c2)c2ccccc21 (stereo unspecified)	4	3	-3	-14	-5	48*	4.1	25	48
COc1cc(C(=O)NC(=S)Nc2ccc(NC(=O)c3ccco3)cc2)cc(OC)c1OC	-3	-2	15	54*	22*	28	-1.4	-13	2
Cc1ccc(CN2C(=O)CSC(C)C2=O)cc1 (stereo unspecified)	3	-4	11	9	2	-1	-0.1	-9	5

Compound profiles (already shown).
CC1CN(C(=O)Nc2ccc3snnc3c2)c2ccccc21 (stereo unspecified) is entered as UPR XBP1 act: 4; APJ ag: 3; NALP3 yeast inh: -3; Mdm2 MdmX PPI: -14; NR3A LBD binder: -5; tim10-1 inh: 48*; UPR CHOP act: 4.1; TIM10 inh: 25; tim23-1 inh: 48
Cc1ccc(CN2C(=O)CSC(C)C2=O)cc1 (stereo unspecified) is entered as UPR XBP1 act: 3; APJ ag: -4; NALP3 yeast inh: 11; Mdm2 MdmX PPI: 9; NR3A LBD binder: 2; tim10-1 inh: -1; UPR CHOP act: -0.1; TIM10 inh: -9; tim23-1 inh: 5

More entries follow.
molecule	UPR XBP1 act	APJ ag	NALP3 yeast inh	Mdm2 MdmX PPI	NR3A LBD binder	tim10-1 inh	UPR CHOP act	TIM10 inh	tim23-1 inh
COc1cc(S(=O)(=O)N(C)C)ccc1F	-1	-1	-11	-7	-1	13	1.8	-4	-9
CC(OC(=O)/C(C#N)=C/c1ccc(N(C)C)cc1)C(=O)N(C)Cc1ccccc1 (stereo unspecified)	-6	-1	25	-2	-3	27	4.8	10	30
Cc1ccsc1C=Nc1c(C)n(C)n(-c2ccccc2)c1=O	-1	-5	2	20	1	0	-0.3	-4	1
O=C(Nc1ccc2c(c1)OCO2)NC1CCN(Cc2ccccc2)CC1	-2	-1	0	-25	0	-5	1.3	-13	-5
COCCN1CCN(C(=O)C2CCC(=O)N(CCc3ccccc3)C2)CC1 (stereo unspecified)	1	-6	11	18	-2	-8	-1.5	-4	6
COc1cccc(NC(=O)COc2coc(CN3CCN(c4ccccc4)CC3)cc2=O)c1	-1	5	19	7	0	-1	-0.8	0	2
CC(=O)c1ccc(Cc2ccccc2)cc1	3	1	26	17	1	6	0.3	-7	10
Cc1ccc(OCC(=O)N(Cc2ccccc2)C(C)(C)C)c([N+](=O)[O-])n1	0	-1	9	1	-3	19	-0.4	4	8

Other structures:
molecule	UPR XBP1 act	APJ ag	NALP3 yeast inh	Mdm2 MdmX PPI	NR3A LBD binder	tim10-1 inh	UPR CHOP act	TIM10 inh	tim23-1 inh
O=C(COc1cccc([N+](=O)[O-])c1)N/N=C/c1ccco1	1	-3	16	0	1	-23	0.8	-15	-6
Cc1ccc(N=Cc2cc(Br)cc(Cl)c2O)cc1	0	-1	23	35	1	51*	1.3	33	77*
Cc1c(-c2ccccc2)sc2nc[nH]c(=S)c12	5	-1	31	-9	0	28	2.7	-14	-43
Cc1cc(C)nc(SCC(=O)N2CCc3ccccc32)n1	1	-4	19	-20	3	15	4.3	0	11
CN1CCN(C(=O)/C(C#N)=C/c2ccc(F)cc2)CC1	0	-2	-7	-4	-2	12	-1.2	10	14
CC1(C)CC(=O)c2cn3ncnc3nc2C1	1	-2	3	5	-2	7	-1.0	8	-13
COC(=O)C1=C(C(C)=O)C(c2ccc(C)cc2)n2nnnc2N1 (stereo unspecified)	-2	-1	3	5	-1	8	0.3	18	17
Cc1ccc(N(CC#N)C(=O)CS(=O)(=O)c2cccc([N+](=O)[O-])c2)cc1	-8	1	16	37	0	11	0.8	-13	5

(listing goes on)
molecule	UPR XBP1 act	APJ ag	NALP3 yeast inh	Mdm2 MdmX PPI	NR3A LBD binder	tim10-1 inh	UPR CHOP act	TIM10 inh	tim23-1 inh
Cc1cc(C)c(NC(=O)COC(=O)Cn2nc(-c3ccccc3)oc2=O)c(C)c1	0	-5	15	0	-1	8	0.3	3	16
Cn1cccc1/C=N/n1cnnc1	1	-5	11	12	-1	12	0.3	-7	-8
CCc1noc(C)c1C(=O)Nc1ccc(F)c(F)c1	-2	3	15	14	3	4	0.4	13	2
Cc1ccc(S(=O)(=O)N2CCC(C(=O)N3CCCC(C(F)(F)F)C3)CC2)cc1C (stereo unspecified)	-1	-2	9	20	1	-4	-0.3	0	7
CCN1C(=O)/C(=C2\Sc3ccccc3N2CC)OC1=S	1	-4	11	-15	0	13	-0.1	-13	4
NNC(=O)c1n[nH]c(=O)c2ccccc12	0	0	-2	-7	1	-3	-1.0	-3	-1
CNc1ccc(NC(C)=O)cc1[N+](=O)[O-]	-2	-1	9	-20	4	-13	1.5	12	-6
Cc1ccc(C)c(NC(=O)c2cc(-c3cc(C)ccc3O)n[nH]2)c1	2	2	19	-45	15*	16	0.5	7	12

Following part:
molecule	UPR XBP1 act	APJ ag	NALP3 yeast inh	Mdm2 MdmX PPI	NR3A LBD binder	tim10-1 inh	UPR CHOP act	TIM10 inh	tim23-1 inh
Brc1cccc(-c2nc3cccnc3nc2-c2cccc(Br)c2)c1	-1	-4	9	13	0	15	-0.3	3	37
CC(=O)C[C@H]1c2cc(C(F)(F)F)ccc2S(=O)(=O)N1c1ccccc1	2	0	11	-1	-3	-5	0.6	0	18
COc1ccc(S(=O)(=O)N2CCC(O)(c3cccnc3)CC2)cc1OC	-4	-1	17	2	0	4	1.9	11	7
CC(C)CC(NC(=O)C(NC(=O)C1OC2OC(C)(C)OC2C2OC(C)(C)OC12)C(C)C)C(=O)O (stereo unspecified)	4	-2	10	-5	-2	-5	-0.5	-8	1
CC(C)Cc1nnc(NC(=O)CN2C(=O)NC3(CCCCC3)C2=O)s1	-1	-9	3	6	-1	-7	-1.5	0	-6
CCO[C@@H]1OC(C(=O)N2CCN(Cc3ccccc3)CC2)=C[C@H](C)[C@H]1CCCO	-5	-5	6	17	-1	4	0.3	2	-10
CC1(C)CC(=O)C=C(NCc2ccco2)C1	-2	-4	5	2	-1	-8	-0.4	4	-6
COC(=O)[C@@H]1C[C@@H]2CC[C@@H](O)C[C@@H]2N1Cc1ccc(N2CCN(C)CC2)cc1	0	-3	0	-3	-2	7	0.4	1	3

Following part
molecule	UPR XBP1 act	APJ ag	NALP3 yeast inh	Mdm2 MdmX PPI	NR3A LBD binder	tim10-1 inh	UPR CHOP act	TIM10 inh	tim23-1 inh
C=CCOc1nc(N(C)C)nc(N(C)C)n1	-2	0	18	11	2	19	2.0	-3	13
O=S(=O)(c1ccc(Cl)cc1)N1CCN(CCc2ccccc2)CC1	-1	-1	24	-31	-5	25	-0.4	9	21
C/C(=N\Nc1ccc(Cl)cc1)c1ccccn1	4	-1	9	-140	-7	32	2.9	52*	40
N#Cc1ccccc1NC(=O)Nc1cccc(Cl)c1	0	-2	14	-8	0	2	1.4	11	12
O=C1C2C3C=CC(C3)C2C(=O)N1c1cccc(-c2nc3ccccc3o2)c1 (stereo unspecified)	7	-5	5	17	0	-17	-0.7	-6	-11
COc1ccc2cc(C3(C)NC(=O)N(CC(=O)NCCC4=CCCCC4)C3=O)ccc2c1 (stereo unspecified)	-4	-5	4	-16	0	10	-0.9	8	24
O=C(Cc1cn2ccsc2n1)Nc1nc2c(s1)CCCC2	2	-4	22	-23	0	18	-1.9	9	23
COc1ccc(C(=O)N/C(=C\c2ccco2)C(=O)NC2CCS(=O)(=O)C2)cc1 (stereo unspecified)	0	-3	25	-14	-1	-7	-1.3	-18	-2

Remaining list, next part.
molecule	UPR XBP1 act	APJ ag	NALP3 yeast inh	Mdm2 MdmX PPI	NR3A LBD binder	tim10-1 inh	UPR CHOP act	TIM10 inh	tim23-1 inh
CC(C)Oc1ccc(Cn2c(=O)oc3ccccc32)cc1	4	-6	26	19	0	11	1.4	23	34
COc1ccccc1CNC(=O)c1ccccc1OC	2	-4	26	14	0	21	-0.9	-2	1
Cc1ccc(OCC(=O)n2cnnc2N)c(C)c1	-1	0	-7	-38	nt	-9	1.7	8	10
COc1ccccc1CNC(=O)c1ccccc1N	-1	0	13	-3	1	7	-0.3	8	8
Cc1cc(/C=C2\SC(=S)NC2=O)c(C)n1-c1ccccc1	-3	0	26	0	0	24	2.0	6	29
O=c1cc(-c2ccc(O)cc2)oc2ccccc12	10	1	11	-22	5	23	5.0	18	30
CCOc1ccc(/C=C/c2nc(C#N)c(NCCCN(C)C)o2)cc1	3	-4	10	9	0	-6	1.7	-4	-6
O=C(O)CCSc1nnc(COc2cccc3ccccc23)n1-c1cccc(Cl)c1	0	-3	-2	-40	-5	-4	-1.1	-10	9

Further structures follow:
molecule	UPR XBP1 act	APJ ag	NALP3 yeast inh	Mdm2 MdmX PPI	NR3A LBD binder	tim10-1 inh	UPR CHOP act	TIM10 inh	tim23-1 inh
CCC(C)NC(=O)c1ccc(C(=O)c2ccccc2)cc1 (stereo unspecified)	3	-2	9	-6	1	2	1.3	16	15
Cc1cccnc1NC(=S)Nc1ccc(Cl)c(Cl)c1	5	-5	30	-33	-12	15	2.1	13	31
COc1ccccc1C(=O)NCC(=O)OCC(=O)c1cccc2ccccc12	-1	-8	15	12	0	18	1.4	-17	26
O=C(Nc1ccc2ccccc2c1)C(c1ccccc1)C1CCCC1 (stereo unspecified)	0	-2	17	57*	5	20	-3.1	44*	7
O=C(COc1ccccc1C(=O)O)NC1CCCc2ccccc21 (stereo unspecified)	0	-2	15	-5	0	16	-2.7	-7	11
O=C(COC(=O)c1ccc([N+](=O)[O-])s1)Nc1ncc(C(F)(F)F)cc1Cl	-3	1	-11	30	-5	9	0.8	65*	-12
N/C(=N\OC(=O)c1ccc2ccccc2c1)c1ccncc1	3	9	1	-125	7	65*	3.4	38	51*

Screening data: PubChem, Sanford-Burnham Center for Chemical Genomics
